PGK inhibitor – qHTS Assay to Find Inhibitors of Phosphoglycerate Kinase; Phosphoglycerate kinase, glycosomal (Trypanosoma brucei brucei), P07378; PGK/GAPDH coupled, Kinase-Glo luminescence, 60 min; Potency, µM (doses to about 57.5 µM), for the others: at the top dose activity change, negative = inhibition, actives largely listed as inhibitors; 380,000 tested, 0.043% active; AID 602233, 2012; also: % is scaled to controls: 0 for no effect and ±100 for the full control effect; nearly all actives have a fitted effect of over 60% in size
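Recombinant glycosomal PGK reaction used 1,3-bisphosphoglycerate generated in-well by GAPDH (100nM final) in 100mM TEA pH 7.6, 5mM MgCl2, 0.01% Tween-20. After 60 minutes at room temperature, ATP was read by Kinase-Glo Plus luminescence end-point.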
TrxR1 inh – qHTS Assay for Inhibitors of Mammalian Selenoprotein Thioredoxin Reductase 1 (TrxR1): qHTS; Thioredoxin reductase 1, cytoplasmic (Rattus norvegicus), O89049; recombinant rTrxR1, NADPH fluorescence consumption, selenite substrate; Potency, µM (titrated, usually from 114 µM), inactives show at the highest dose activity change, negative = inhibition, actives largely listed as inhibitors; 390,000 tested, 1% active; also: % is scaled to controls: 0 for no effect and ±100 for the full control effect; nearly all actives have a fitted effect of over 65% in size
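Rat TrxR1 (90 nM in the dispensed reagent) was pre-reduced with 400 uM NADPH for 5 min at room temperature, then incubated with compound for 15 min. After 400 uM selenite was added, NADPH fluorescence (Ex 340/Em 450 nm) was followed for 8 min.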
JMJD2A Tudor inh – qHTS Assay for Inhibitors of JMJD2A-Tudor Domain | Lysine-specific demethylase 4A (Homo sapiens), O75164 | AlphaScreen JMJD2A-Tudor / H3K4me3 peptide binding | Potency, µM (titrated, usually from 114 µM), inactives show at the top dose activity change, negative = inhibition, actives largely listed as inhibitors | 390,000 tested, 4.4% active | AID 504339, 2011; also: % is scaled to controls: 0 for no effect and ±100 for the full control effect; nearly all actives have a fitted effect of over 50% in size
HP1b chromo inh – HTS for Inhibitors of HP1-beta Chromodomain Interactions with Methylated Histone Tails; Chromobox protein homolog 1 (Homo sapiens), P83916; AlphaScreen HP1-beta / biotin-H3K9me3 peptide binding; Potency, µM (titrated, usually from 114 µM), for inactives: at the top dose activity change, negative = inhibition, most hits filed as inhibitors; 390,000 tested, 0.56% active; AID 540317, 2011; also: nearly all actives have a fitted effect of over 70% in size; inactives centre near 23
Target sequence (P83916 whole entry, looked up): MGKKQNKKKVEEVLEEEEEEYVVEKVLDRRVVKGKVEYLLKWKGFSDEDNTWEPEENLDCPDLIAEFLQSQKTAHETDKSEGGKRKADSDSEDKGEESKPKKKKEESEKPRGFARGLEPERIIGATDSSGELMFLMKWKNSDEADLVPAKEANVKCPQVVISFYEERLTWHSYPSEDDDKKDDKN
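AlphaScreen: HP1-beta (50 nM) preformed 30 min with biotin-H3(1-18)K9me3 peptide (50 nM) in PBS pH 7.4, 0.01% Tween-20. Compound added for 30 min at RT, then streptavidin donor/nickel chelate acceptor beads (10 ug/mL) for 30 min.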
ERG-DNA inh – qHTS for Small Molecule Inhibitors of the ERG Ets/DNA interaction | Transcriptional regulator ERG (Homo sapiens), P11308 | Potency, µM (series often up to 76.9 µM), without a hit: top-dose FP activity, negative = inhibition, hits mostly inhibitors | fluorescence polarization, His-ERG Ets domain / labelled DNA | 370,000 tested, 0.028% active; active = well fitted inhibition curve with a large enough effect in the polarisation, with a control signal flat; inconclusive = small, poorly fitted or top-dose-only effect, or effect the other way, or a change in a side signal; inactive = no such curve, though single readings can be large or run the other way; the % refers to the polarisation;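 also: polarization taken with two DNA probes labelled with fluorescein and Texas red; % of control where 0% means no effect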
Target sequence (P11308 whole entry, looked up, the tested form may be a part): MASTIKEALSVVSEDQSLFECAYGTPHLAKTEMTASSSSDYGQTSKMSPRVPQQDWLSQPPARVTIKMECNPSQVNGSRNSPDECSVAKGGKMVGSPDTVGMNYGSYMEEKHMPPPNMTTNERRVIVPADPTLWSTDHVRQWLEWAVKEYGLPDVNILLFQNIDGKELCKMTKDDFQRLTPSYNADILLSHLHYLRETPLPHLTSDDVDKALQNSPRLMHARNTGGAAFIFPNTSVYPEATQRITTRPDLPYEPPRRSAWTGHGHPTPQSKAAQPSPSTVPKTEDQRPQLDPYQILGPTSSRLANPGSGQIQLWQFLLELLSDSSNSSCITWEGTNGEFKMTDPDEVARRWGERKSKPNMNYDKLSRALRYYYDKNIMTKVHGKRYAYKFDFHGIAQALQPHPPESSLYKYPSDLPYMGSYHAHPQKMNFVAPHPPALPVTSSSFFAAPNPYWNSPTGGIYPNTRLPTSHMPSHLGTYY
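His-tagged ERG Ets domain (1 uM in the protein solution; 300mM KCl, 50mM Tris-HCl, 1mM EDTA, 1mM DTT, pH 7.5) received compound, then a probe mix of 5 nM fluorescein-DNA and 100nM Texas-615-DNA. Fluorescence polarization was read for both dyes.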
Pin1 inhibitor – qHTS Assay to Find Inhibitors of Pin1. Potency, µM (titrated, usually from 115 µM), without a hit: at the highest dose activity, negative = inhibition, hits mostly inhibitors. 390,000 tested, 0.009% active. Pin1 FP peptide displacement, HiFluor488, 10 min; active = well fitted inhibition curve with a large enough effect in the polarisation, with a control signal flat, not every such curve was filed as active; inconclusive = small, poorly fitted or top-dose-only effect, or effect the other way, or a change in a side signal; inactive = no such curve, though single readings can be large or run the other way; the % refers to the polarisation; also: % is scaled to controls: 0 for no effect and ±100 for the full control effect
Target sequence (Q13526 whole entry, looked up): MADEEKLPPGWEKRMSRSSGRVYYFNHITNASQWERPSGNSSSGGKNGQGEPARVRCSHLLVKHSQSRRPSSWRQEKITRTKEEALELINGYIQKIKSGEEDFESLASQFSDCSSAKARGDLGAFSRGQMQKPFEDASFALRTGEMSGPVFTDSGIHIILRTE
RGS4 inhibitor – Inhibitors of Regulator of G Protein Signaling (RGS) 4: qHTS; 390,000 tested, 0.039% active; Transcreener GDP fluorescence polarization, RGS4-accelerated GTP hydrolysis; AID 504845, 2011; Potency, µM (top dose mostly 114 µM), without a hit: at the top dose activity change, negative = inhibition, hits mostly inhibitors; Regulator of G-protein signaling 4 (Homo sapiens), P49798; also: % is scaled to controls: 0 for no effect and ±100 for the full control effect; nearly all actives have a fitted effect of over 75% in size; some results filed as inactive show a strong effect at the top dose
Target sequence (P49798 whole entry, looked up): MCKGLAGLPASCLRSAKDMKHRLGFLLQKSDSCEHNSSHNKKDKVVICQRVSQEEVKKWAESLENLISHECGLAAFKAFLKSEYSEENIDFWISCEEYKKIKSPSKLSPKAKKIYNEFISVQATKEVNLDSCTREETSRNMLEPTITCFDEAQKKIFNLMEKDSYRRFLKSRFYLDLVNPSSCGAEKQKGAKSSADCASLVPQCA
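MLSMR compounds (23 nl, pin-transferred) preincubated 10 min at room temperature with a 500nM (2x) first reagent, then RGS4 at 900nM (2x) plus Transcreener GDP mix added; fluorescence polarization (620/688 nm) read before and after 90 min at 30 °C.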
12-LOX inh – Primary qHTS assay for inhibitors of human arachidonate 12S-lipoxygenase (ALOX12): Round 2. Polyunsaturated fatty acid lipoxygenase ALOX12 (Homo sapiens), P18054. purified 12hLO, xylenol orange hydroperoxide absorbance. Potency, µM (titrated, usually from 108 µM), for inactives: at the highest dose activity change, negative = inhibition, actives largely listed as inhibitors. 580,000 tested, 1.1% active; also: % is scaled to controls: 0 for no effect and ±100 for the full control effect
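Hydroperoxide product was detected by ferrous iron/xylenol orange as the 573 to 405 nm absorbance ratio. Arachidonic acid at 40 uM (final) was turned over for 30 min at room temperature by 150 nM human 12hLO, pH 7.0 Hepes buffer, after 15 min compound preincubation.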
GLS inh – qHTS for Inhibitors of Glutaminase (GLS); AID 624170, 2012; GLS enzymatic activity, qHTS titration; Potency, µM (doses to about 45.5 µM), inactives show at the highest dose activity change, negative = inhibition, hits mostly inhibitors; 410,000 tested, 0.21% active; also: % is scaled to controls: 0 for no effect and ±100 for the full control effect
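Compounds were pin-transferred onto hKGA, after which L-glutamine (1 mM solution) and a detection mix of glutamate oxidase, HRP and Amplex Red were added. Initial and 30 min RT fluorescence reads were collected.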
* marks the source's active call; other numbers are inactive results; i = inactive; ? = inconclusive; / = no result given; & = joins results of further samples; [ ] = dose if it differs, or a comment. Unless noted, calls follow the shape of the dose curve; as a rule, active = well fitted curve in the direction sought with a large enough effect; inconclusive = small, poorly fitted or top-dose-only effect, or another doubt; inactive = no such curve, though single readings can be large; an effect the other way counts as inactive or inconclusive. Potency is read from the fitted curve at half-maximal effect. These rows are one share of the data; rates above refer to the full screens.

Value order: PGK inhibitor | TrxR1 inh | JMJD2A Tudor inh | HP1b chromo inh | ERG-DNA inh | Pin1 inhibitor | RGS4 inhibitor | 12-LOX inh | GLS inh
O=C(/C=C/c1ccc([N+](=O)[O-])s1)N1CCCC1
    2% | ? | -15% | 30% | 4% | -1% | -13% | -22% | 2%
COc1ccc(Cl)cc1C(=O)NC(=S)Nc1ccccc1N1CCOCC1
    -12% | 0% | -35% | 0% | -7% | 0% | 25% | i | 17%
O=C1CCc2cc(S(=O)(=O)NC3CCCCC3)ccc2N1
    -6% | 25% | 5% | 39%[activator] | -7% | -4% | -13% | 1% | -1%
COc1cccc2c(N/N=C/c3ccccc3)cc(C)nc12
    -10% | 39%[11.4 µM] | -23% | 27% | -12% | -2% | 24% | 0% | 17%
COc1ccc(-c2nc3ccc(C)cn3c2Nc2ccc3c(c2)OCO3)cc1
    -4% | 50% | -18% | 8% | -13% | -3% | 2% | -6% | -2%
CCOc1cc2nc(-c3ccc(OC)c(OC)c3)nc(NCCCN3CCOCC3)c2cc1OC
    3% | 1%[57.1 µM] | -26%[57.1 µM] | 15% | ? | -1% | -17%[11.4 µM] | 0% | 2%
CCOc1ccc(-c2ccc(NS(=O)(=O)c3cc([N+](=O)[O-])c(C)c([N+](=O)[O-])c3)cc2)nn1
    0% | 13% | -28% | -3% | 10% | -6% | 3% | 22% | 2%
O=C(NCc1ccccc1F)C1CC(=O)N(c2ccc3c(c2)OCCO3)C1 (stereo unspecified)
    4% | 22% | -17% | 18% | -12% | 5% | 2% | ? | 4%
O=C1/C(=C/c2cccs2)SC(=S)N1CC(=O)N1CCCCC1CCO (stereo unspecified)
    -2% | 8% | 0% | 39% | -7% | 1% | 13% | ? | 0%
Cc1cc(-n2nc(C)cc2C)n2nc(C)c(-c3ccc(Cl)cc3)c2n1
    0% | 29% | 1% | 6% | -3% | 0% | -6% | -19% | -6%
COc1ccc(CC(=O)Nc2ccc(C)cc2O)cc1S(=O)(=O)N1CCOCC1
    -5% | -13% | -19% | 13% | -8% | 5% | -16% | -25% | 2%
C=CCNC(=O)COC(=O)c1nc2nccc(C)n2n1
    -1% | 26% | -13% | 33% | -9% | 4% | 14% | 7% | 1%
C/C(=N\NC(=O)c1ccc(Cn2cc(Br)cn2)o1)c1cccc(NC(=O)C(C)C)c1
    5% | -15%[57.1 µM] | -8% | 19% | 4% | -3% | 5% | -9% | 2%
Cc1ccc(CN2C(=O)N/C(=C\c3cccn3-c3cccc(C(=O)O)c3)C2=O)cc1
    ? | -20%[57.1 µM] | 45µM* | ? | 5% | -22% | -5% | ? | 2%
Cc1ccc(C)c(NC(=O)NNC(=O)c2cc3occc3[nH]2)c1
    4% | 7% | -7% | 27% | 4% | -6% | -1% | -11% | 7%
Cc1cccc(-n2ncc3c(NCCCO)ncnc32)c1
    -9% | 9% | -19% | 17% | 5% | 8% | 0% | 7% | 8%
COc1cccc(N(C(C)=O)c2nc(C)cc(C)c2C#N)c1
    2% | -11% | -14% | 22% | 9% | 9% | -32% | 0% | 4%
CC(=O)N(C(C)=O)S(=O)(=O)c1ccc(N=NN2CCOCC2)cc1
    -11% | -4% | -3% | 46% | 3% | 0% | -3% | -1% | -12%
CCOC(=O)c1ccc(NC(=O)CC2OCCN(CC)C2=O)cc1 (stereo unspecified)
    1% | ? | -25% | 29% | -15% | 17% | -37% | -46% | 0%
O=C(/C=C/c1ccc(NC(=O)c2ccccc2-c2ccccc2C(=O)O)cc1)c1ccccc1
    -9% | -27% | -32% | 18% | -9% | ? | ? | ? | 8%

Full records, quoted from the list. Values in the order: PGK inhibitor | TrxR1 inh | JMJD2A Tudor inh | HP1b chromo inh | ERG-DNA inh | Pin1 inhibitor | RGS4 inhibitor | 12-LOX inh | GLS inh
COc1ccc(CC(=O)Nc2ccc(C)cc2O)cc1S(=O)(=O)N1CCOCC1 is listed with -5% | -13% | -19% | 13% | -8% | 5% | -16% | -25% | 2%
CCOC(=O)c1ccc(NC(=O)CC2OCCN(CC)C2=O)cc1 (stereo unspecified) is listed with 1% | ? | -25% | 29% | -15% | 17% | -37% | -46% | 0%

(more compounds)
Value order: PGK inhibitor | TrxR1 inh | JMJD2A Tudor inh | HP1b chromo inh | ERG-DNA inh | Pin1 inhibitor | RGS4 inhibitor | 12-LOX inh | GLS inh
CC(=O)C(=Nc1ccc(Cl)cc1Cl)NNc1cccc(Cl)c1
    5% | -21% | 56µM* | ? | -10% | -3% | -21% | -56% | 3%
CC(C)(C)c1nnc(NC(=O)c2cccs2)s1
    1% | ? | -10% | 30% | 9% | 4% | 5% | 0% | 2%
Cc1ccc(-c2nc(CS(=O)CC(=O)NCc3ccc4c(c3)OCO4)c(C)o2)cc1 (stereo unspecified)
    0% | ? | -26% | 32% | -3% | 19% | -9% | / | -3%
O=C(Nc1ccccc1N1CCCC1)C1CCN(S(=O)(=O)c2cccc(C(F)(F)F)c2)CC1
    i | 11%[57.1 µM] | ? | 43% | -12% | -6% | -10% | ? | 14%
COc1ccc(C2C(=O)N(C3CCCCC3)CC(=O)N2C2CCCCC2)cc1 (stereo unspecified)
    2% | 14%[57.1 µM] | -10%&-13% | 14%&20% | 8%&2% | -9%&-4% | 21%&19% | -2%&13% | 2%&8%
Cc1c(C(=O)OCC(=O)N2CC(=O)Nc3ccccc32)oc2ccc(Br)cc12
    -7% | 14%[57.1 µM] | -18% | 54%[activator] | 5% | 2% | 5% | 21% | -10%
CCOC(=O)N1CCc2c(sc3c2c(=O)n(-c2ccc(F)cc2)c(=O)n3CC(=O)c2ccc(Cl)cc2)C1
    -2% | 7% | 1% | 30% | -1% | ? | 8% | ? | 3%
O=C(CSc1nc(-c2ccccc2)cc(=O)[nH]1)Nc1ccccn1
    -9% | 1%[57.1 µM] | 7% | 42%[activator] | 8% | 0% | 0% | 0% | -9%
CC1=CC(=C(C#N)C#N)C=C(C)N1Cc1ccc(Cl)cc1
    -4% | 34%[11.4 µM] | -14% | 27% | 5% | -2% | -36% | 14% | -1%
COc1ccc(-n2nnc3c(=O)n(CC(=O)Nc4cc(C)on4)cnc32)cc1
    i | 22% | -6% | 19% | 1% | 31%[activator] | -28% | -4% | 0%
Cc1ccc(NC(=S)NNC(=O)c2ccc(N3CCOCC3)c([N+](=O)[O-])c2)cc1C
    -6% | ? | ? | -24% | / | 11% | ? | ? | 17%
C#CCNC(=O)C1=C[C@@H](C2CC2)C[C@@H](OCc2ccc(CO)cc2)O1
    i | 31% | -20% | 33% | 4% | 7% | -6% | -2% | 5%
CN1C(=O)C(Cl)(Cl)C(=O)c2ccccc21
    -3% | -16%[57.1 µM] | 28µM* | -14% | -6% | 0% | -101% | / | -21%
Cn1c(CSc2nc3ccccc3s2)nnc1SCC(=O)NCCN1CCOCC1
    -4% | ? | -9% | 29% | / | -9% | 26% | / | 3%
COc1ccccc1CN(C)CC(=O)NC(=O)NC1CCCCC1
    -8% | 10% | -8% | 26% | -6% | 12% | -7% | 2% | -8%
C/C(=N\NC(=O)CC#N)c1ccc(Oc2ccccc2)cc1
    4% | 14% | -16% | 34%[activator] | 6% | -2% | -15% | 3% | 4%
N#Cc1ccccc1S(=O)(=O)N1CCC(Oc2ccc(-n3cnnn3)cc2)CC1
    i | 26% | -19% | -2% | 5% | -4% | 19% | -15% | 0%
Cc1nc(NC(=O)/C=C/c2ccccc2)sc1C(=O)Nc1ccccc1
    -7% | 28% | -14% | 33% | -12% | 7% | -7% | -32% | 1%
COc1ccc(S(=O)(=O)N2CCN=C2SCc2cccnc2)cc1
    0% | 6% | -10% | 29%[57 µM] | -1% | -2% | -23% | -13% | -4%
Cc1cccc(NCN2C(=O)c3ccncc3C2=O)n1
    -8% | 15% | -25% | 8% | 1% | -6% | 12% | -12% | -7%
CCOc1ccc(Br)cc1S(=O)(=O)Nc1cccc(S(=O)(=O)NC2=NCCC2)c1
    2% | -8% | -17% | 13%[57 µM] | 20% | -2% | 1% | 1% | 5%
Oc1ccc(N2CCN(C(c3ccc(Cl)cc3)c3nnnn3Cc3ccc(F)cc3)CC2)cc1 (stereo unspecified)
    / | 6% | 40µM* | ? | / | 5% | -44% | / | /
CC(/C=C1\SC(=S)N(CCC(=O)Nc2ccc(O)cc2)C1=O)=C\c1ccccc1
    i | 4% | ? | -11% | 54%[activator] | 23% | -39% | -15% | -13%
COc1ccc(CCNC(=O)Cc2c(C)c3cc4c(C)coc4c(C)c3oc2=O)cc1
    i | 11% | -12% | 27% | 1% | 0% | 19% | -17% | -9%
Cc1ccc(NC(=O)CSc2nnc(-c3cccnc3)n2-c2ccc(C)cc2)cc1
    -2% | -9% | -10% | 11% | -3% | 2% | -16% | 43%[activator] | -1%
O=c1[nH]nc(CNc2ccc(O)cc2)c2ccccc12
    -7% | ? | -21% | 10% | ? | -11% | ? | 5% | 74%[activator]
